Growth percent in the NCI-60 one-dose screen (48 h, 10 µM unless noted): 100 = growth as untreated, 0 = no growth, -100 = all killed.
SK-MEL-5: SK-MEL-5 melanoma; 80,000 tested, 6.4% active
A549/ATCC: A549/ATCC NSCLC; 81,000 tested, 3.7% active; AID 1794740
CCRF-CEM: CCRF-CEM leukemia; AID 1794778; 77,000 tested, 7% active
SK-MEL-28: SK-MEL-28 melanoma. 81,000 tested, 4.1% active
HOP-62: HOP-62 NSCLC. 80,000 tested, 3.9% active
M14: M14 melanoma; 80,000 tested, 6.2% active; AID 1794745
EKVX: EKVX NSCLC; 71,000 tested, 3% active; AID 1794765
HOP-92: HOP-92 NSCLC cells | 71,000 tested, 6.3% active
* = called active by the depositor; & = joins results of further samples; [ ] = remark or other dose. How the source made its calls: active means growth percent below 10; inactive means the rest.

How did O=S1(=O)O[C@H]2CCCC[C@H]2O1 do in these assays?
SK-MEL-5: 106.3; A549/ATCC: 100.2; SK-MEL-28: 109.2; HOP-62: 105.2; M14: 101.4; HOP-92: 99.7

How did COc1cc(C2CC(c3ccc(N)cc3)=NN2c2ccccc2)cc(OC)c1OC (stereo unspecified) do in these assays?
A549/ATCC: 87.1; CCRF-CEM: 69.4; SK-MEL-28: 98.4; HOP-62: 76.3; M14: 82.9

What do the screens show for `CC12CC(C#N)CCC1O2` (stereo unspecified)?
SK-MEL-5: 111.2; A549/ATCC: 100.1; CCRF-CEM: 92.4; SK-MEL-28: 108.5; HOP-62: 108.0; M14: 107.0; EKVX: 119.7; HOP-92: 93.0

Results for CCCCCCCCCCCCNC(=O)C(C)O (stereo unspecified) ?
A549/ATCC: 98.5; CCRF-CEM: 95.3; SK-MEL-28: 102.8; HOP-62: 83.6; M14: 94.3; HOP-92: 65.2

What do the screens show for `COc1ccc(C2=NN(c3nc(-c4ccc(OC)cc4)c(C#N)c(=O)n3C)C(=O)CC2)cc1`?
SK-MEL-5: 96.3; A549/ATCC: 104.0; CCRF-CEM: 91.0; HOP-62: 104.9; M14: 95.4; EKVX: 107.3; HOP-92: 77.9

What do the screens show for `C/C(CC(C)(C)C)=N/O`?
SK-MEL-5: 101.9; A549/ATCC: 103.0; SK-MEL-28: 98.3; HOP-62: 102.7; M14: 92.4; EKVX: 86.7; HOP-92: 89.7

How did COc1ccc(/C=C(/C(=O)N2CCN(c3ccc(C)cc3)CC2)c2cc(OC)c(OC)c(OC)c2)cc1N do in these assays?
SK-MEL-5: -30.7*; A549/ATCC: 23.1; CCRF-CEM: 13.4; SK-MEL-28: 54.3; M14: 4.0*; EKVX: 45.5; HOP-92: 17.6

Results for CCCCCCCCCCCCCCCC[N+](C)(C)CCCNS(=O)(=O)c1ccc(C#N)cc1 ?
SK-MEL-5: 107.1; A549/ATCC: 111.3; CCRF-CEM: 103.3; SK-MEL-28: 104.2; HOP-62: 104.4; EKVX: 102.2; HOP-92: 98.3

What do the screens show for `COC(=O)[C@@]1(/C=C/c2ccccc2)C(=O)N(c2ccc(OC)cc2)[C@@]1(C(=O)OC)c1ccc([N+](=O)[O-])cc1`?
SK-MEL-5: 87.0; A549/ATCC: 92.4; CCRF-CEM: 96.4; SK-MEL-28: 105.4; HOP-62: 99.5; M14: 76.1; EKVX: 95.8

How did C=CCOC(=O)Cc1cccc2ccccc12 do in these assays?
SK-MEL-5: 98.5; A549/ATCC: 90.8; CCRF-CEM: 87.3; SK-MEL-28: 99.6; HOP-62: 98.0; M14: 105.6; EKVX: 107.9; HOP-92: 95.4

How did CCN(CC)C1CCC(Nc2ccnc3cc(Cl)ccc23)CC1 (stereo unspecified) do in these assays?
SK-MEL-5: 127.6; A549/ATCC: 110.5; CCRF-CEM: 114.0; SK-MEL-28: 108.6; HOP-62: 114.3; M14: 96.2; EKVX: 114.1

What do the screens show for `CCN(CC)c1ccc(C(=C2C=CC(=[N+](CC)Cc3cccc(S(=O)(=O)O)c3)C=C2)c2ccc(N(CC)Cc3cccc(S(=O)(=O)O)c3)cc2)cc1`?
SK-MEL-5: 54.0; A549/ATCC: -4.0*; CCRF-CEM: 12.4; SK-MEL-28: 30.3; HOP-62: 1.0*; M14: 19.5; EKVX: 33.2; HOP-92: 66.3

What do the screens show for `Nc1cccc2c(O)cc(S(=O)(=O)O)cc12`?
SK-MEL-5: 95.9; A549/ATCC: 96.0&110.3; CCRF-CEM: 95.4&95.5; SK-MEL-28: 116.6&103.8; HOP-62: 109.5&100.5; M14: 109.8&93.7; EKVX: 101.9&104.6; HOP-92: 106.4&94.0

Results for CC(C(c1ccccc1)C(Br)C(=O)c1ccccc1)[N+](=O)[O-] (stereo unspecified) ?
SK-MEL-5: 93.2; A549/ATCC: 109.0; CCRF-CEM: 103.5; SK-MEL-28: 107.5; HOP-62: 106.4; M14: 96.8; EKVX: 95.1; HOP-92: 83.4

How did COC(=O)c1nc2cc(-c3ccc(OC)cc3)cnc2n1C do in these assays?
SK-MEL-5: 95.5; A549/ATCC: 94.8; CCRF-CEM: 62.6; SK-MEL-28: 101.6; HOP-62: 93.6; M14: 96.9; EKVX: 103.9; HOP-92: 48.6

Results for COc1ccc(N/C=C/C(=O)c2ccc3c(c2)Nc2ccccc2S3)cc1 ?
SK-MEL-5: 99.5; A549/ATCC: 77.8; CCRF-CEM: 94.4; SK-MEL-28: 103.8; HOP-62: 71.1; M14: 96.1; EKVX: 91.6; HOP-92: 93.9

How did Cc1c(C(=O)CCl)c(=O)n(-c2ccccc2)n1C do in these assays?
SK-MEL-5: 87.9; A549/ATCC: 83.5; SK-MEL-28: 65.0; HOP-62: 104.6; M14: 52.3; EKVX: 76.8

Results for Cc1cccc2nc3ccccc3c(Nc3ccc(NS(C)(=O)=O)cc3)c12 ?
SK-MEL-5: 48.3; SK-MEL-28: 73.0; HOP-62: 35.2; M14: 70.7; HOP-92: -3.4*

What do the screens show for `CCN1C2=C(SC(=S)C1=C1SC(C(=O)c3ccccc3)=C(C(=O)c3ccccc3)S1)SC(=Nc1ccccc1)C2=O`?
CCRF-CEM: 18.8; SK-MEL-28: 86.8; HOP-62: 116.6; M14: 88.5; EKVX: 104.6

How did CCCCCCOc1ccc(/C=N/Nc2cc(C)nc3ccc(Cl)cc23)cc1 do in these assays?
SK-MEL-5: 81.4; A549/ATCC: -43.1*; CCRF-CEM: -9.5*; SK-MEL-28: -30.3*; HOP-62: -51.6*; M14: 2.0*; EKVX: 56.2; HOP-92: 69.5

A run of entries of the results above, for reference:
How did O=S1(=O)O[C@H]2CCCC[C@H]2O1 do in these assays?
SK-MEL-5: 106.3; A549/ATCC: 100.2; SK-MEL-28: 109.2; HOP-62: 105.2; M14: 101.4; HOP-92: 99.7

How did COc1cc(C2CC(c3ccc(N)cc3)=NN2c2ccccc2)cc(OC)c1OC (stereo unspecified) do in these assays?
A549/ATCC: 87.1; CCRF-CEM: 69.4; SK-MEL-28: 98.4; HOP-62: 76.3; M14: 82.9

What do the screens show for `CC12CC(C#N)CCC1O2` (stereo unspecified)?
SK-MEL-5: 111.2; A549/ATCC: 100.1; CCRF-CEM: 92.4; SK-MEL-28: 108.5; HOP-62: 108.0; M14: 107.0; EKVX: 119.7; HOP-92: 93.0

Results for CCCCCCCCCCCCNC(=O)C(C)O (stereo unspecified) ?
A549/ATCC: 98.5; CCRF-CEM: 95.3; SK-MEL-28: 102.8; HOP-62: 83.6; M14: 94.3; HOP-92: 65.2

Continuation:
Results for COc1cccc(-c2nc3sccn3c2-c2ccnc(NCCN3CCCNS3(=O)=O)n2)c1 ?
SK-MEL-5: 80.8; A549/ATCC: 99.2; CCRF-CEM: 68.1; SK-MEL-28: 44.1; HOP-62: 123.3; M14: 18.0; EKVX: 109.7

Results for Clc1ccc(-c2nnc(CNc3ncccn3)o2)cc1 ?
SK-MEL-5: 91.3; A549/ATCC: 106.7; CCRF-CEM: 92.1; SK-MEL-28: 106.9; HOP-62: 82.1; M14: 97.6

Results for CCN(CC)CCCC(C)Nc1ccnc2ccc(N(C)C)cc12 (stereo unspecified) ?
SK-MEL-5: 99.7; A549/ATCC: 104.5; CCRF-CEM: 100.9; SK-MEL-28: 104.3; HOP-62: 98.2; M14: 98.5; EKVX: 97.2; HOP-92: 76.6

How did COc1ccc(-c2ccnc(SCc3cc4cc(Cl)ccc4[nH]c3=O)n2)cc1 do in these assays?
SK-MEL-5: 37.4; A549/ATCC: 60.7; CCRF-CEM: 79.1; SK-MEL-28: 64.3; HOP-62: -17.3*; M14: 73.8; EKVX: 57.1; HOP-92: -32.0*

How did CCCCNC(=O)N1C(=O)CCN1C do in these assays?
SK-MEL-5: 99.7; A549/ATCC: 74.0; CCRF-CEM: 100.7; SK-MEL-28: 112.3; HOP-62: 102.0; M14: 104.7; EKVX: 111.8; HOP-92: 102.5

What do the screens show for `CCCCCCCCCCCCCCCC(=O)NS(=O)(=O)OC[C@H]1O[C@@H](n2cnc3c(N)ncnc32)[C@H](O)[C@@H]1O`?
SK-MEL-5: -88.8*; A549/ATCC: 9.5*; CCRF-CEM: 5.1*; SK-MEL-28: -59.7*; HOP-62: -25.0*; M14: -68.2*; EKVX: -8.2*; HOP-92: -65.7*

What do the screens show for `COc1cc2cc(CN3CCN(c4nccc(-c5ccc(Cl)cc5)n4)CC3)c(=O)[nH]c2cc1OC`?
SK-MEL-5: 85.3; A549/ATCC: 70.8; CCRF-CEM: 88.0; SK-MEL-28: 102.1; HOP-62: 78.9; M14: 109.7; EKVX: 90.5; HOP-92: 94.6

What do the screens show for `COc1ccc2c(C3(c4cn(C)c5cc(OC)ccc45)C(=O)Nc4ccc(Cl)cc43)cn(C)c2c1`?
SK-MEL-5: 83.5; A549/ATCC: 70.7; CCRF-CEM: 36.2; SK-MEL-28: 102.5; HOP-62: 61.2; M14: 87.7; EKVX: 41.9; HOP-92: 16.5

Results for CNC(=S)N1c2ccccc2NC(=O)CC1C (stereo unspecified) ?
SK-MEL-5: 107.1; A549/ATCC: 88.0; CCRF-CEM: 104.4; SK-MEL-28: 110.4; HOP-62: 96.0; M14: 101.9; EKVX: 85.1

Results for Cc1ccc(S(=O)(=O)NCCSc2nc(-c3ccccc3)c(C#N)c(=O)[nH]2)cc1 ?
SK-MEL-5: 98.2; A549/ATCC: 93.1; CCRF-CEM: 108.9; SK-MEL-28: 115.1; HOP-62: 118.3; M14: 103.6; EKVX: 101.6; HOP-92: 103.8

How did COc1ccc(-c2cc(-c3nc4ccccc4[nH]3)[nH]n2)cc1OC do in these assays?
SK-MEL-5: 48.8; A549/ATCC: 80.8; SK-MEL-28: 82.6; HOP-62: 105.7; M14: 57.8; HOP-92: 70.3

What do the screens show for `CC(C)NC[C@H](O)COc1cccc2ccccc12`?
SK-MEL-5: 95.4; A549/ATCC: 102.6; CCRF-CEM: 101.2; SK-MEL-28: 108.6; HOP-62: 100.3; M14: 106.1; EKVX: 99.3

How did CC(=O)[C@@]1(O)[C@H](O)C[C@H]2[C@@H]3CCC4=CC(=O)C=C[C@]4(C)[C@@]3(F)[C@@H](O)C[C@@]21C do in these assays?
SK-MEL-5: 104.9; A549/ATCC: 67.0; SK-MEL-28: 112.1; HOP-62: 107.8; M14: 93.2; HOP-92: 101.6

How did NC(N)=Nc1ccc(Oc2cccc(Nc3ccc(Cl)c(C(F)(F)F)c3)c2)cn1 do in these assays?
SK-MEL-5: 26.7; A549/ATCC: -24.1*; CCRF-CEM: -7.0*; SK-MEL-28: -28.6*; HOP-62: -51.2*; M14: -62.4*; EKVX: -58.5*

What do the screens show for `O=C1/C(=C/c2ccco2)CCC/C1=C\c1ccco1`?
SK-MEL-5: 93.4; CCRF-CEM: 10.3; SK-MEL-28: 108.6; M14: 105.7; EKVX: 97.2; HOP-92: 86.7

What do the screens show for `CCOC(=O)C1=C(C)N=C2Sc3ccccc3N2C1c1cn(-c2ccccc2)nc1-c1ccc(Cl)cc1` (stereo unspecified)?
SK-MEL-5: 96.0; A549/ATCC: 63.4; CCRF-CEM: 64.9; SK-MEL-28: 106.1; HOP-62: 61.7; M14: 91.6; EKVX: 80.3; HOP-92: 64.0

How did Clc1ccc(/C=N/NC2=NCCN2)c(Cl)c1 do in these assays?
SK-MEL-5: 102.3; A549/ATCC: 99.2; CCRF-CEM: 98.9; SK-MEL-28: 98.7; HOP-62: 97.0; M14: 91.3; EKVX: 95.8; HOP-92: 69.7

Results for Nc1ncc(C(=O)O)c(-c2ccccc2)n1 ?
SK-MEL-5: 115.1; A549/ATCC: 97.4; CCRF-CEM: 96.7; SK-MEL-28: 112.4; HOP-62: 110.6; M14: 101.0; EKVX: 114.4; HOP-92: 95.5

What do the screens show for `Cc1ccccc1CN1C(=O)C2=C(CCNC2)N2CCN=C12`?
SK-MEL-5: 102.3; A549/ATCC: 87.4; CCRF-CEM: 113.5; SK-MEL-28: 118.6; HOP-62: 90.5; M14: 99.1; EKVX: 104.7; HOP-92: 81.6

How did COC(=O)[C@]12CCC(C)(C)C[C@H]1[C@]13O[C@H](C1=O)[C@@H]1[C@@]4(C)CC[C@H](OC(C)=O)C(C)(C)[C@@H]4CC[C@@]1(C)[C@]3(C)CC2 do in these assays?
SK-MEL-5: 83.0[100 µM]; A549/ATCC: 91.2[100 µM]; CCRF-CEM: 88.1[100 µM]; SK-MEL-28: 101.4[100 µM]; HOP-62: 97.0[100 µM]; M14: 105.1[100 µM]; EKVX: 98.2[100 µM]; HOP-92: 91.0[100 µM]

Results for O=COC1CC2CCC13CC=CCC23 (stereo unspecified) ?
SK-MEL-5: 105.8; A549/ATCC: 104.0; SK-MEL-28: 110.1; HOP-62: 103.3; M14: 100.6

Results for O=C(COc1cccc(/C=C2\CCc3ccccc3C2=O)c1)c1ccc(Cl)cc1 ?
SK-MEL-5: 90.2; CCRF-CEM: 55.3; SK-MEL-28: 119.3; HOP-62: 103.3; M14: 107.6; EKVX: 88.7; HOP-92: 36.5

How did CC(=O)Nc1c(C)ccc([N+](=O)[O-])c1C do in these assays?
SK-MEL-5: 92.7; A549/ATCC: 109.9; CCRF-CEM: 92.6; SK-MEL-28: 130.1; HOP-62: 107.9; M14: 116.3; EKVX: 103.6; HOP-92: 92.6

What do the screens show for `O=C(O)c1cn(C2CC2)c2cc(N3CCN(C(=O)N/N=C/c4ccco4)CC3)c(F)cc2c1=O`?
SK-MEL-5: 100.2; A549/ATCC: 107.6; CCRF-CEM: 106.3; SK-MEL-28: 100.1; HOP-62: 113.4; M14: 100.1; EKVX: 97.3; HOP-92: 117.3

What do the screens show for `COc1cc(NC(=O)CCSc2nc3ccc(C)cc3c(=O)n2Cc2ccccc2)cc(OC)c1OC`?
SK-MEL-5: 90.6; A549/ATCC: 42.6; CCRF-CEM: 105.4; SK-MEL-28: 74.0; HOP-62: 9.3*; M14: 87.4
